Screening results (PubChem BioAssay)
KDM5B inh – inhibitors of human KDM5B histone demethylase; Potency, µM (titrated, usually from 57.7 µM), without a hit: at the highest dose activity change, negative = inhibition, most hits filed as inhibitors; AID 1347165; KDM5B demethylase, FDH-coupled NADH fluorescence (FDH is formaldehyde dehydrogenase); actives 2.6% (n = 220,000); active = well fitted inhibition curve with a large enough effect; inconclusive = small, poorly fitted or top-dose-only effect; inactive = no such curve, though single readings can be large or run the other way; also: 0% is about no effect; nearly all actives have a fitted effect of over 70% in size
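Inhibition is measured as reduced NADH fluorescence generation from FDH coupling to formaldehyde release. Truncated KDM5BΔAP at 200 nM final acts on H3K4me3 peptide (12.5 µM in substrate mix) in pH 7.5 HEPES buffer with Tween-20, 30 min, room temperature.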
* marks the source's active call; other numbers are inactive results; & = joins results of further samples; [ ] = dose if it differs, or a comment. Potency is read from the fitted curve at half-maximal effect. The list is partial; count on the stated rates, not on these rows.

What do the screens show for `CCOc1ccccc1NC(=O)CN(C)S(=O)(=O)c1ccc2ccccc2c1`?
KDM5B inh: inconclusive

Results for O=C(C[C@H]1NC(=O)c2ccccc2NC1=O)Nc1ncn[nH]1 ?
KDM5B inh: 5%

Results for Cc1ccc(CNS(=O)(=O)c2ccc3[nH]c4c(c3c2)CCCC4)cc1 ?
KDM5B inh: 129%[activator]

Results for CC1Oc2ccc(NC(=O)c3ccc4c(c3)OCO4)cc2CN(Cc2ccccc2)C1=O (stereo unspecified) ?
KDM5B inh: inconclusive

Results for O=C(OCc1ccc(-c2ccccc2)cc1)c1cnccn1 ?
KDM5B inh: 1%

What do the screens show for `Cc1ccc(C2/C(=C(\O)c3ccc4c(c3)OCCO4)C(=O)C(=O)N2CCc2ccccc2)cc1` (stereo unspecified)?
KDM5B inh: -20%

How did O=c1cc(CN2CCN(c3ccccc3)CC2)c2cc(Cl)c(O)cc2o1 do in these assays?
KDM5B inh: inconclusive

What do the screens show for `CCn1cc(C(=O)N[C@H](C(=O)NCCCO)C(C)C)c(=O)c2cc3c(cc21)OCO3`?
KDM5B inh: inconclusive

Results for COc1cc(CNC(=O)c2ccc3c(c2)N(C(=O)c2ccc(F)cc2)CC3)cc(OC)c1 ?
KDM5B inh: -20%

How did CCc1ccc(C2=CC(c3cccc(C)c3)n3c(nc4ccccc43)N2)cc1 (stereo unspecified) do in these assays?
KDM5B inh: inconclusive

How did C[n+]1cc(-c2ccccc2)oc1-c1ccccc1 do in these assays?
KDM5B inh: inconclusive

How did CCCN(CCC)C(=O)c1cc(-c2ccc3c(c2)OCO3)nc2ccccc12 do in these assays?
KDM5B inh: inconclusive

What do the screens show for `CC1CCCN(S(=O)(=O)c2cc(C(=O)OCc3nc4ccccc4o3)ccc2Cl)C1` (stereo unspecified)?
KDM5B inh: -33%

What do the screens show for `CC(C)c1ccc(C(=O)N2CCC(N3C(=O)CCC3C(=O)NCc3ccccc3)CC2)cc1` (stereo unspecified)?
KDM5B inh: -8%

What do the screens show for `COc1ccc(C(CNC(=O)c2ccc(C)cc2)N2CCOCC2)cc1` (stereo unspecified)?
KDM5B inh: -15%

Results for COc1cc(-c2nnc(SCC(=O)Oc3ccccc3)o2)cc(OC)c1OC ?
KDM5B inh: -22%

What do the screens show for `CCc1ccccc1N(CC)C(=O)C1CCN(c2ncnc3c2nc2n3CCCCC2)CC1`?
KDM5B inh: 7%

What do the screens show for `COc1ccc(CC(=O)N/N=C(\C)CC(=O)Nc2ccc(N(C)C)cc2)cc1`?
KDM5B inh: -13%

Results for COc1ccc(N(C)C(=O)CCS(=O)(=O)c2cccc3nsnc23)cc1 ?
KDM5B inh: 13%&-15%

How did CCCCOC(=O)c1c(N)n(-c2ccc(OC)cc2OC)c2nc3ccccc3nc12 do in these assays?
KDM5B inh: inconclusive

Overlap with the part before: six compounds, followed by the next part.
What do the screens show for `COc1ccc(C(CNC(=O)c2ccc(C)cc2)N2CCOCC2)cc1` (stereo unspecified)?
KDM5B inh: -15%

Results for COc1cc(-c2nnc(SCC(=O)Oc3ccccc3)o2)cc(OC)c1OC ?
KDM5B inh: -22%

What do the screens show for `CCc1ccccc1N(CC)C(=O)C1CCN(c2ncnc3c2nc2n3CCCCC2)CC1`?
KDM5B inh: 7%

What do the screens show for `COc1ccc(CC(=O)N/N=C(\C)CC(=O)Nc2ccc(N(C)C)cc2)cc1`?
KDM5B inh: -13%

Results for COc1ccc(N(C)C(=O)CCS(=O)(=O)c2cccc3nsnc23)cc1 ?
KDM5B inh: 13%&-15%

How did CCCCOC(=O)c1c(N)n(-c2ccc(OC)cc2OC)c2nc3ccccc3nc12 do in these assays?
KDM5B inh: inconclusive

How did COc1ccc(CN2CCN(C(=O)Cn3c(=O)oc4cc(Cl)ccc43)CC2)c(OC)c1OC do in these assays?
KDM5B inh: 31%

What do the screens show for `Cc1ccc(OCc2cc(=O)n3ccsc3n2)c(NC(=O)c2ccco2)c1`?
KDM5B inh: inconclusive

What do the screens show for `CCOc1ccc(-n2ccc(=O)c(C(=O)Nc3cc(C(F)(F)F)ccc3Cl)n2)cc1`?
KDM5B inh: 10%

What do the screens show for `COc1ccc(N2CCN(C(=O)c3cc4c(-c5ccccc5F)nn(C)c4s3)CC2)cc1`?
KDM5B inh: inconclusive

What do the screens show for `CC(=O)c1cccc(NC(=O)Cc2c(C)c3ccc(O)cc3oc2=O)c1`?
KDM5B inh: inconclusive

Results for CC(C)N(Cc1ccccc1)C(=O)CN1C(=O)COc2ccc(S(=O)(=O)N3CCCCCC3)cc21 ?
KDM5B inh: -9%

How did Cc1cc(C)c(CNC(=O)c2cc(-c3ccccc3)cc3c2OCCN3C(C)C)c(=O)[nH]1 do in these assays?
KDM5B inh: 35µM*

What do the screens show for `Cn1ccc2c(C(=O)NCc3cccnc3)nc(-c3ccncc3)cc21`?
KDM5B inh: inactive

How did Cn1nc(C(=O)Nc2ccc(S(=O)(=O)C(F)F)cc2)c2ccccc2c1=O do in these assays?
KDM5B inh: inconclusive

Results for Cc1cccc(NC(=O)C2(C#N)CCCC2)c1C ?
KDM5B inh: 20%

What do the screens show for `O=C(CSc1nc2ccccc2n1CC(=O)N1CCCCC1)N1CCCCC1`?
KDM5B inh: 37%

How did Cc1nc2cc(NC(=O)c3ccc(C)c(F)c3)ccc2o1 do in these assays?
KDM5B inh: 15%

How did CCc1ccccc1Nc1cc(C(=O)NCc2ccc(C)cc2)c2ccccc2n1 do in these assays?
KDM5B inh: inconclusive

How did N#CCCn1cc(C(=O)Nc2ccccc2)c(-c2cccs2)n1 do in these assays?
KDM5B inh: 6%

How did O=C(c1ccc(C(F)(F)F)cc1)N1CCC2(CC1)CC(O)CCO2 (stereo unspecified) do in these assays?
KDM5B inh: -8%

How did O=C1OCC(CO)(CO)N=C1NNc1ccccc1[N+](=O)[O-] do in these assays?
KDM5B inh: -18%

What do the screens show for `O=C1NCCCN1C1CCN(Cc2ccccc2)CC1`?
KDM5B inh: -25%[86.2 µM]

Results for COc1ccc(Cn2c(C3CCN(C(=O)c4ccc(C)c(F)c4)CC3)n[nH]c2=O)cc1 ?
KDM5B inh: -11%

Results for NC(=O)C1CCN(C(=O)COC(=O)c2cc3ccccc3[nH]2)CC1 ?
KDM5B inh: inconclusive

What do the screens show for `COc1cccc(CN2CCC([C@H]3[C@@H](OC)C(=O)N3C(C)C)CC2)n1`?
KDM5B inh: inconclusive

Of the compounds above, 2 have a thiophene ring, fused or not.
What do the screens show for `COc1ccc(N2CCN(C(=O)c3cc4c(-c5ccccc5F)nn(C)c4s3)CC2)cc1`?
KDM5B inh: inconclusive

How did N#CCCn1cc(C(=O)Nc2ccccc2)c(-c2cccs2)n1 do in these assays?
KDM5B inh: 6%

The listing picks up, starting 2 compounds before the break.
Results for NC(=O)C1CCN(C(=O)COC(=O)c2cc3ccccc3[nH]2)CC1 ?
KDM5B inh: inconclusive

What do the screens show for `COc1cccc(CN2CCC([C@H]3[C@@H](OC)C(=O)N3C(C)C)CC2)n1`?
KDM5B inh: inconclusive

How did Cc1cc(C(=O)NCc2ccccc2C)c2c(C)nn(-c3cccc(F)c3)c2n1 do in these assays?
KDM5B inh: inconclusive

What do the screens show for `COc1ccccc1-c1nnc([C@H]2CCN(Cc3ccc(C(=O)O)cc3)C2)o1`?
KDM5B inh: -14%[86.2 µM]

How did CCc1ccc(NC(=S)N2CCN(C)CC2)cc1 do in these assays?
KDM5B inh: 30%

What do the screens show for `Cc1ccc(C)c(NC(=O)Nc2ccc(-c3cn4cccnc4n3)cc2)c1`?
KDM5B inh: -34%

Results for CCNC(=O)NC(=O)CN(C)Cc1ccco1 ?
KDM5B inh: 14%

Results for CCOc1ccccc1NC(=O)C(NS(=O)(=O)c1cccc2nsnc12)c1ccccc1 (stereo unspecified) ?
KDM5B inh: inconclusive

How did Cc1ccc(C(=O)Nc2nc(C34CC5CC(CC(C5)C3)C4)cs2)cc1 do in these assays?
KDM5B inh: 20%

Results for O=C(C1COc2ccccc2O1)N1CCN(c2nc3ccc(F)cc3s2)CC1 (stereo unspecified) ?
KDM5B inh: -23%

Results for CC(NC(=O)CC12CC3CC(CC(C3)C1)C2)C1CC2CCC1C2 (stereo unspecified) ?
KDM5B inh: -7%

What do the screens show for `Cc1ccc2c(COC(=O)CCCN=C3NS(=O)(=O)c4ccccc43)cc(=O)oc2c1C`?
KDM5B inh: -1%

Results for O=C(Cn1ccn2nc3c(c2c1=O)CCCCC3)NCc1ccc(F)cc1 ?
KDM5B inh: inconclusive

What do the screens show for `CNC(=O)C1(N2CCC[C@H]2C(=O)NC(C)C)COC1`?
KDM5B inh: 4%[115 µM]

What do the screens show for `Cc1cc(C(F)(F)F)nc2ccccc12`?
KDM5B inh: -13%

Results for COc1ccc(/C=C/C(=O)c2ccc(C)cc2)cc1OC ?
KDM5B inh: -28%

How did COCCNC(=O)C[C@@H]1C[C@H]2O[C@H](CNCc3ncccc3C)[C@@H](O)[C@H]2O1 do in these assays?
KDM5B inh: inconclusive

Results for Cc1ccc2c(c1)c1c(c(=O)n(-c3ccccc3)c(=O)n1Cc1ccccc1C)n2C ?
KDM5B inh: inconclusive

Results for CC1=CC(=O)C2C3C=CC(C3)C2/C1=N/OC(=O)c1ccc(C)cc1 (stereo unspecified) ?
KDM5B inh: -13%

How did Cc1nc2nc(SCC(=O)Nc3cccc(Cl)c3)nn2c(C)c1Cc1ccccc1 do in these assays?
KDM5B inh: inconclusive

What do the screens show for `COc1cc(SC)ccc1C(=O)N[C@@H]1C=C(C(=O)N[C@@H](Cc2ccc(O)cc2)C(N)=O)C[C@@H](O)[C@@H]1O`?
KDM5B inh: 12%

Results for FC(F)(F)c1ccccc1N/N=C1/CCCc2ccccc21 ?
KDM5B inh: 21%

Arranged by molecular weight (highest first): three of the compounds above
What do the screens show for `COc1cc(SC)ccc1C(=O)N[C@@H]1C=C(C(=O)N[C@@H](Cc2ccc(O)cc2)C(N)=O)C[C@@H](O)[C@@H]1O`?
KDM5B inh: 12%

How did Cc1cc(C(=O)NCc2ccccc2C)c2c(C)nn(-c3cccc(F)c3)c2n1 do in these assays?
KDM5B inh: inconclusive

What do the screens show for `COc1ccccc1-c1nnc([C@H]2CCN(Cc3ccc(C(=O)O)cc3)C2)o1`?
KDM5B inh: -14%[86.2 µM]

More results
What do the screens show for `CN(CC1(C)CCOCC1)C(=O)c1ccc(F)c(Cl)c1`?
KDM5B inh: 20%

What do the screens show for `O=C(c1cc(C2CC2)nc2c1c(C1CCCN1)nn2-c1ccccc1)N1CCOCC1` (stereo unspecified)?
KDM5B inh: 6%[115 µM]

What do the screens show for `Cc1ccc(CNC(=O)c2ccccc2NC(=O)c2nsc3ccccc23)cc1`?
KDM5B inh: inconclusive

Results for Cc1cccc(CN2C[C@@H]3C(=O)N(Cc4ccc5c(c4)OCO5)C(=O)[C@@H]3C2)c1 ?
KDM5B inh: 15%

Results for Cc1cc(O)ccc1NC(=O)COc1ccc2c(=O)c(-c3ccccc3)c(C)oc2c1 ?
KDM5B inh: -27%

How did COc1ccc(-c2[nH]nc3ncc(-c4cn[nH]c4)nc23)c(C)c1 do in these assays?
KDM5B inh: 32µM*

Results for Cc1cn2nc(C(=O)Nc3cc(F)cc(F)c3)cc2c(N(C)Cc2ccccc2)n1 ?
KDM5B inh: 25µM*

What do the screens show for `CC(NC(=O)C1CCCC1)c1ccc(Cl)c(Cl)c1` (stereo unspecified)?
KDM5B inh: 6%

Results for COCCOC1CN(C2CCN(C(=O)Cc3cccc(F)c3)CC2)C12CCCCC2 (stereo unspecified) ?
KDM5B inh: -8%

How did CCC(C)NC(=O)CCc1ccc(C#N)cc1 (stereo unspecified) do in these assays?
KDM5B inh: -3%

What do the screens show for `CCN(CC)c1ccc(NC(=O)CCCn2cnc3c2c(=O)n(C)c(=O)n3C)cc1`?
KDM5B inh: 5%

How did O=C1NCc2ccccc2CC12CCN(Cc1cccnc1)CC2 do in these assays?
KDM5B inh: 36%[activator][149 µM]

How did Cc1cc(Nc2cccc(C(F)(F)F)c2)nc2ccc(NC(=O)c3cccnc3)cc12 do in these assays?
KDM5B inh: inconclusive

What do the screens show for `OCCN1CCN(c2ncnc3scc(-c4ccc(F)cc4)c23)CC1`?
KDM5B inh: -14%

What do the screens show for `N#Cc1cccc(NC(=O)CSc2nnc(-c3ccc(F)cc3)n2CC2CCCO2)c1` (stereo unspecified)?
KDM5B inh: 23%

How did CCOc1ncccc1CNC(=O)c1cc2cc(OC)ccc2nc1C do in these assays?
KDM5B inh: -88%

What do the screens show for `CCc1cc(=O)n(CC(=O)Nc2ccc(Br)cc2F)c(N2CCOCC2)n1`?
KDM5B inh: -8%

What do the screens show for `Cc1ccc(NC(=O)N2CCC(CCN)CC2)cc1F`?
KDM5B inh: -9%

How did CC(C)Oc1ccc(Br)cc1/C=N/O do in these assays?
KDM5B inh: 6%

What do the screens show for `CCOC(=O)CC1(N)CCCCC1`?
KDM5B inh: -5%

Results for OC1(CN2CCCCC2)CCN(Cc2ccc(F)c(Cl)c2)C1 (stereo unspecified) ?
KDM5B inh: -21%

Results for CN1C(=O)COC[C@@H]1[C@H](O)c1ccc(NC(=O)c2ccc(C#N)cc2)cc1 ?
KDM5B inh: -10%[86.2 µM]

Results for O=C(NC1CC2CCCC(C1)N2C(=S)Nc1ccc(Cl)cc1)C1CC1 (stereo unspecified) ?
KDM5B inh: 15%

Results for COC(=O)c1cc(OC(=O)c2ccncc2)cc(C(=O)OC)c1 ?
KDM5B inh: -19%

What do the screens show for `Cc1c(C(=O)Nc2ccc3nc(N4CCOCC4)sc3c2)oc2ccccc12`?
KDM5B inh: 26%

Results for CCCNC(=O)N1CCC2(CC1)CC(C(=O)N1CCOCC1)N(C)C2 (stereo unspecified) ?
KDM5B inh: -2%

Results for CCOC(=O)c1ccccc1NC(=O)COC(=O)CN1C(=O)NC2(CCCC2)C1=O ?
KDM5B inh: inconclusive
